mcGAS MS inh = mouse cGAS inhibition by mass spec. inhibition, % at 12.5 µM. AID 1259397. recombinant mouse cGAS, cGAMP by RapidFire MS. hit rate 0.18% among 130,000;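 active = inhibition of cGAS enzyme activity at or above 60%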;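 also: enzyme stimulated by 45 bp dsDNA with ATP and GTP substrates; cGAMP share of summed cGAMP plus half ATP and half GTP signals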
Target sequence (Q8C6L5 whole entry, looked up): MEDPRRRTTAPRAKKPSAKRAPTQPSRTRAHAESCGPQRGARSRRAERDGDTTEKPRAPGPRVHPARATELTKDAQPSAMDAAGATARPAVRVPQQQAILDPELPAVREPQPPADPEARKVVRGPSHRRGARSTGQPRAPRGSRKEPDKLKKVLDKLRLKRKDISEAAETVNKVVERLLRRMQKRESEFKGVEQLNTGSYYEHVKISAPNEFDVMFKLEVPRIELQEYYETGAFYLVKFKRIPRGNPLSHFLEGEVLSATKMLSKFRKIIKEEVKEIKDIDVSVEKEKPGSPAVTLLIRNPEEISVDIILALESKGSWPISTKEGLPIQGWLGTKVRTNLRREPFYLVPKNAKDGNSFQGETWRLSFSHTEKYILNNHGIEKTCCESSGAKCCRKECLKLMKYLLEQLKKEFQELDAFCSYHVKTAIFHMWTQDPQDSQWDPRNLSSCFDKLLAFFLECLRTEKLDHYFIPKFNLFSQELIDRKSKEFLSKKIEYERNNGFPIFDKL
Active calls of the source: *; & = joins results of further samples. Not all compounds are listed, so the mix of outcomes need not match the whole.

SMILES | mcGAS MS inh
CC(=O)Nc1cc(-c2ccccc2)nn1-c1ccc(C(=O)NC(C)CC(C)C)cc1 (centres undefined) | -11
CC1(C(=O)NS(=O)(=O)c2ccccc2Cl)CCN1C(=O)c1ccccc1CCc1ccccc1 (centres undefined) | -8
COc1cc2c(cc1OC)C(=O)N(C)C1(CCc3ccccc3C1)N2 (centres undefined) | 4
C=CCNc1ncnc2c1sc1nc(C(C)C)c3c(c12)CC(C)(C)OC3 | 2
COCC(=O)Nc1ccccc1-c1cccc(CN2CCOCC2)c1 | -19
CCOC(=O)c1nn(-c2ccc(C)cc2)c(=O)cc1OCC(=O)Nc1ccc(C)cc1 | -7
Cc1ccc2oc(=O)n(CCc3n[nH]c(CCc4ccccc4)n3)c2c1 | -28
O=C(Nc1cccc(C(F)F)c1)NC(CCCO)c1ccccc1 (centres undefined) | -7
Cc1cnc(CNC(=O)c2cc(Cn3ccc4ccccc43)[nH]n2)cn1 | -5
CC(C)(C)OC(=O)N1CCN(CCNS(=O)(=O)Cc2ccc(F)cc2)CC1 | -6
CC(C)CN1CC(=O)N(c2ccc(Cl)cc2)C2CS(=O)(=O)CC21 (centres undefined) | -8
O=C1OC(c2ccccc2)=NC1=Cc1ccc(Cl)s1 | -2
Cn1c(-c2ccccc2Cl)nn(CN2CCN(c3nccs3)CC2)c1=S | -5
FC(F)(F)c1nc(N2CCCC2c2cccs2)c2ccccc2n1 (centres undefined) | -7
Cc1cc(Cl)c2oc(C(=O)N(C)C(C)c3ccccn3)c(C)c2c1 (centres undefined) | -7
CC(=O)Nc1cccc(C(=O)N(C/C=C/c2ccccc2)CCO)c1 | -12
COc1ccc(N2CCN(C(=O)C(=O)Nc3cc([N+](=O)[O-])ccc3C)CC2)cc1 | -5
COc1cc(C2NC(=O)NC(C)=C2C(=O)OCCc2ccccc2)cc(OC)c1OC (centres undefined) | -5
COc1ccccc1NC(=O)c1ccc2noc(-c3ccccc3)c2c1 | -12
OCc1ccc(CN2CCC(CO)(Cc3ccc(Cl)cc3)CC2)o1 | -5
O=C(NCCc1ccccc1)c1cccc(OC2CCN(Cc3ccon3)CC2)c1 | -1
CCCC(=O)NNC(=O)c1cc(Br)c(OCC)c(OC)c1 | -6
O=C(NCC1CCOCC1)c1csc(N2CCN(CCc3ccccc3)C2=O)n1 | -6
CC1Cc2ccccc2N1C1=CC(=O)CCC1 (centres undefined) | -8
CN1CCCn2nc(C(=O)NCCc3cnn(-c4ccccc4)c3)cc2C1 | -48
Cc1cc(C)nc(SCCCn2c(N3CCCCCC3)nc3c2c(=O)[nH]c(=O)n3C)n1 | 2
COCc1nc(-c2ccc(-c3ccc(OC)cc3)nc2OC)no1 | 2
CC1(C)OC2C(COS(C)(=O)=O)OC(n3ncc(=O)[nH]c3=O)C2O1 (centres undefined) | 0
CC(=O)N1CCC(Oc2ccc(Cl)cc2C(=O)N2CCCC(C(N)=O)C2)CC1 (centres undefined) | -2
CC(C)C[C@@]1(CO)N[C@H](c2nccn2C)[C@@H]2CN(Cc3ccccc3)C[C@@H]21 | 8
Cc1cccc(NC(=O)CSCC(=O)N2CCN(C)CC2c2ccccc2)c1 (centres undefined) | -3
O=P1(NCCCN2CCOCC2)C=C(c2ccccc2)OC(c2ccccc2)=C1 | 45
CCC1(C)NC(=O)N(NC(=O)c2ccc(-c3ccc(Cl)cc3)s2)C1=O (centres undefined) | -1
OCC1CCCN(Cc2csc(-c3ccc(F)cc3)n2)C1 (centres undefined) | -14
CCOc1ccccc1NC(=O)CSc1nc2c(cnn2CCO)c(=O)[nH]1 | -25
CCn1cc2nc(OC)c(CNC(=O)c3cnn4c3CCCC4)cc2c1O | 4
CC(=O)c1ccc2c(c1)N(Cc1ccc(OC(F)(F)F)cc1)C(=O)C(C)S2 (centres undefined) | -2
CCc1ccccc1-c1ccc(C)nc1N | -17
COc1cc(C=NS(=O)(=O)c2ccc(Br)cc2)cc(OC)c1O | 8
O=C(CN1CCc2sccc2C1c1cccs1)N1CCOC1=O (centres undefined) | -5
O=C1N(c2ccccc2)C(c2ccccc2F)C1(F)F (centres undefined) | -9
CCn1c(N2CCN(Cc3c(F)cccc3Cl)CC2)nc2c1c(=O)[nH]c(=O)n2C | -5
CCC(CO)NC(=O)c1c(C(F)(F)F)nn(C2CCCN(C(C)C)C2)c1C (centres undefined) | -9
CC(C)(C)c1noc(CS(=O)Cc2cccc(C(N)=O)c2)n1 (centres undefined) | 2
CC1CC(NC(=O)CC2CSc3nc4c(c(=O)n32)CCCC4)CC(C)(C)C1 (centres undefined) | -9
c1cc2c3c(cccc3c1)/C(=N/OCC1CO1)C2 (centres undefined) | -12
CCOc1ccc(C(C)NC(=O)c2ccccc2S(C)(=O)=O)cc1 (centres undefined) | -5
CC(NC(=O)N1CC2C3CCC(O3)C2C1)c1cccc(Cl)c1 (centres undefined) | -3
COc1cc(=O)n(-c2ccccc2)nc1C(=O)NC(C)(C)C | -19
CSc1ccc(CN2CCC2(C)C(=O)Nc2ccc(C)c(O)c2)cc1 (centres undefined) | -10
(continued)
SMILES | mcGAS MS inh
Cc1cccc(NC(=O)c2ccc3nn(CC(=O)N4CCc5ccccc5C4)c(=O)n3c2)c1 | -12
O=C(c1ccccc1CCc1ccccc1)N1CCN(c2ncccn2)CC1 | 7
CCOC(=O)N1CCN(Cc2nc3c(c(=O)[nH]c(=O)n3C)n2Cc2ccccc2C)CC1 | -7
CN(C1=NC(=O)/C(=C/c2cc(Cl)ccc2OCC(=O)O)S1)c1ccc(O)cc1 | 0
CC1(C)CC2=NN(c3ccccc3)P(=S)(OCCc3ccccn3)C2=C(N2CCCCC2)C1 (centres undefined) | -2
CC(c1nccs1)N(C)Cc1ncccc1C(=O)O (centres undefined) | -9
O=C1N(Cc2ccc(F)cc2)CCCC12CCN(CCc1ccccc1)C2 (centres undefined) | -13
Cc1ccc(NC(=O)Nc2cnn(C(C)(C)C)c2)c(Cl)c1 | -13
Cc1ccc[n+](CC(=O)c2ccc(N3C(=O)c4ccccc4C3=O)cc2)c1 | -5
CNC(=O)CC(C)N(C)C(=O)c1cccc(-c2ccccc2)c1 (centres undefined) | 0

Quoted at random: 7 compounds from above
SMILES | mcGAS MS inh
CNC(=O)CC(C)N(C)C(=O)c1cccc(-c2ccccc2)c1 (centres undefined) | 0
CCOC(=O)N1CCN(Cc2nc3c(c(=O)[nH]c(=O)n3C)n2Cc2ccccc2C)CC1 | -7
Cc1cccc(NC(=O)c2ccc3nn(CC(=O)N4CCc5ccccc5C4)c(=O)n3c2)c1 | -12
CC1(C)CC2=NN(c3ccccc3)P(=S)(OCCc3ccccn3)C2=C(N2CCCCC2)C1 (centres undefined) | -2
CC(c1nccs1)N(C)Cc1ncccc1C(=O)O (centres undefined) | -9
CN(C1=NC(=O)/C(=C/c2cc(Cl)ccc2OCC(=O)O)S1)c1ccc(O)cc1 | 0
Cc1ccc[n+](CC(=O)c2ccc(N3C(=O)c4ccccc4C3=O)cc2)c1 | -5

Further compounds:
SMILES | mcGAS MS inh
COc1ccc(CNC(=O)Cn2c(C)csc2=O)cn1 | -9
COc1ccccc1CNc1nc(NCCNC(C)=O)c2sccc2n1 | 6
Clc1ccc(OCc2nnc3n2N=C2CCCCC2S3)cc1 (centres undefined) | -2&-2
O=C(c1cc2c(s1)CCCC2)N1CCN(C(=O)C2CCCO2)CC1 (centres undefined) | -2
O=S(=O)(Nc1ccccc1Cc1ccccc1)c1ccccc1F | -3
CCS(=O)(=O)c1ccc2c(c1)N(c1ccc(NC(C)=O)cc1)C(=O)C(C)O2 (centres undefined) | -14
Nc1n[nH]c(-c2ccc(Br)cc2)n1 | 7
CC1CC(OC(=O)C2CCN(S(=O)(=O)c3ccc(F)cc3)CC2)C(=O)O1 (centres undefined) | -7
CC(Oc1ccc(F)cc1)C(=O)Nc1nc(-c2ccccn2)cs1 (centres undefined) | -2
COc1nc(C(=O)N(CCC#N)CC2CC2)cc2ccccc12 | 0

Among those listed so far, two have a COOH group:
SMILES | mcGAS MS inh
CN(C1=NC(=O)/C(=C/c2cc(Cl)ccc2OCC(=O)O)S1)c1ccc(O)cc1 | 0
CC(c1nccs1)N(C)Cc1ncccc1C(=O)O (centres undefined) | -9

(further entries)
SMILES | mcGAS MS inh
O=C(CC1COCCN1)NCc1ccc2c(c1)OCO2 (centres undefined) | -14
Cc1cc(NC(=O)C2Cc3ccccc3O2)n(-c2cccc(Br)c2)n1 (centres undefined) | 2
CNC(=O)COC(=O)c1cccnc1Nc1ccccc1F | -3
COC(=O)c1ccc(S(=O)(=O)NC2c3ccccc3CC2O)c(C)c1 (centres undefined) | 0
COc1cc(OC)c2c(-c3ccccc3)cc(=S)[nH]c2c1 | 4&14
C=CCn1c(SCc2ccc3nonc3c2)nnc1-c1ccco1 | -9
CCC(CC)C(CN)N1CCOCC1 (centres undefined) | -4
CN1CCCCC1CCN1c2ccccc2Sc2ccc(S(C)=O)cc21 (centres undefined) | -5&-4&6
O=C(NCC(c1ccccn1)N1CCOCC1)c1cn(Cc2ccc(Cl)cc2)nn1 (centres undefined) | -7
COCCN(Cc1cccs1)C(=O)c1coc2c1C(=O)CCC2 | -16

Quoted from above, 5 compounds:
SMILES | mcGAS MS inh
O=C(CC1COCCN1)NCc1ccc2c(c1)OCO2 (centres undefined) | -14
Cc1cc(NC(=O)C2Cc3ccccc3O2)n(-c2cccc(Br)c2)n1 (centres undefined) | 2
CNC(=O)COC(=O)c1cccnc1Nc1ccccc1F | -3
COC(=O)c1ccc(S(=O)(=O)NC2c3ccccc3CC2O)c(C)c1 (centres undefined) | 0
COc1cc(OC)c2c(-c3ccccc3)cc(=S)[nH]c2c1 | 4&14

Next section.
SMILES | mcGAS MS inh
NC(=O)CN(C(=O)C1CCCC1)c1ccccc1 | 2
CC(C)C(NCC(=O)Nc1ccccc1C(N)=O)c1ccccc1 (centres undefined) | -3
CN(C)c1ccc(NC2=C([N+](=O)[O-])CS(=O)(=O)C2)cc1 | 1
CCOC(=O)C1(CCOc2ccccc2)CCCN(C(=O)c2ccc(OC)o2)C1 (centres undefined) | 1
O=C(N[C@H]1C[C@H]2C(=O)NCC(=O)N2C1)c1cccc(Cn2cccn2)c1 | -18
COc1ccc(N2CC(c3nnc(SCC(=O)c4ccc(Cl)cc4)o3)CC2=O)cc1Cl (centres undefined) | -7
CCc1nccn1CCC(=O)N1CC[C@H](CO)[C@H](O)C1 | -15
Cc1ccc(Cn2c(=O)c3c(nc4n(CCCN(C)C)c(C)cn34)n(C)c2=O)cc1 | -3
O=C(NCc1ccc(Cl)cc1)C1CCCN(S(=O)(=O)c2cccs2)C1 (centres undefined) | -12
O=P1(NNC(=S)Nc2ccccc2)C=C(c2ccccc2)OC(c2ccccc2)=C1 | -1
N#Cc1ccccc1NC(=O)c1cc(N2CCNC2=O)ccc1Cl | -1
COC(=O)C1=C(C)N(C)C(=O)NC1c1ccc(O)c(O)c1 (centres undefined) | 6
Cc1ccc(C)c(NC(=O)CN(C)C(=O)c2ccc3nncn3c2)c1 | -11
CC(C)C(CNc1ccc(S(N)(=O)=O)cc1[N+](=O)[O-])N1CCCCCC1 (centres undefined) | -13
CCc1cccc(C)c1NC(=O)C(c1ccc(Cl)cc1)C(C)C (centres undefined) | -1
NC(=O)c1sc(=S)n(-c2ccc(Br)cc2)c1N | 35
CC(=O)Nc1ccc(CN2C(=O)C(C)(C)ON=C2c2ccc(C)cc2)cc1 | 11
COc1ccccc1N(CC(=O)NCC(F)(F)F)S(=O)(=O)c1cccs1 | 8
CSc1ccccc1C(=O)Nc1cc(C(F)(F)F)ccc1C(=O)O | 8
O=C(Nc1sc2c(c1C(=O)O)CCCC2)c1cccnc1 | 2
COc1ccc(N(C)C(=O)C2CCCN(Cc3ccccc3)C2)cn1 (centres undefined) | -4
Cc1cnc(C(=O)N(c2ccc(Nc3ccccc3)cc2)C(C)C)cn1 | -8
CN(C)Cc1nnc(C(=O)N(C)CCC(O)c2ccccc2)o1 (centres undefined) | -5
O=C(CCCc1ccc2c(c1)CC(=O)N2)NCc1ccc(Cl)nc1 | -9
O=C(NC(c1ccc(Cl)cc1)c1cnccn1)C1CCN(Cc2ccc3ccccc3n2)CC1 (centres undefined) | -3
Cc1cc2oc(=O)cc(C)c2c(=O)[nH]1 | -1
COCc1nn2c(nnc3c(=O)n(CCC(C)C)ccc32)c1-c1ccc(F)cc1 | -13
CCOC(=O)c1sc(N=Nc2[nH]c(C)c(C(=O)OCC)c2C)c(C(=O)OCC)c1C | 0
Cc1cc(OCC(=O)Nc2cc([N+](=O)[O-])ccc2F)ccc1Br | -1
Cn1cc(/C=N\OCC(=O)O)nc2c(=O)n(-c3ccccc3)c(=O)nc1-2 | -12
Cc1nn(CN(Cc2ccc(F)cc2)C2CC2)c(C)c1S(=O)(=O)N(C)C | -4
CN(C)c1cccc(-c2cc(Nc3ccc4c(c3)OCCO4)ncn2)c1 | -5
CCc1c(C(=O)NCCc2nc(-c3cccnc3)n[nH]2)[nH]c2ccccc12 | -14
CCCC(=O)N1CCC1(C)C(=O)NS(=O)(=O)c1ccc(Cl)s1 (centres undefined) | -2
O=C(CCn1ccc(=O)[nH]c1=O)N(Cc1ccsc1)CC1CCCO1 (centres undefined) | -3
CC(C)C1CN(C(=O)c2ccc(-n3cncn3)cc2)c2ccccc2N1 (centres undefined) | -14
CCc1nc(Cn2cnc(-c3ccccc3)c2-c2ccc(C)cc2OC)no1 | -14
Cc1oc(C(C)C)cc1C(=O)NCc1csc(-c2cnccn2)n1 | -24
COc1cc(-c2oc3cc(OCc4ccccc4)ccc3c(=O)c2O)cc(OC)c1OC | -8
CCCC1CCc2nc(NC(=O)c3ccn[nH]3)sc2C1 (centres undefined) | -10
COCCCn1c(C)cn2c3c(=O)n(Cc4c(F)cccc4Cl)c(=O)n(C)c3nc12 | -3
CC(C)(C)c1nnc(N)s1 | -1
CC(N)C1CC1c1ccccc1 (centres undefined) | -1
O=C(NC1CCN(CC2CC2)C1)N1CCC2(CCOC2)C1 (centres undefined) | 2
CNS(=O)(=O)c1cc(C(=O)Nc2cccc(C)c2)cc(C)c1C | -8
Cc1ccc(NC(=O)N2CCC(n3cc(-c4ccccc4)nn3)CC2)cc1 | -11
